NRP1-CendR mod: NRP-1/CendR interaction modulation; O14786; FAM-RPARPAR peptide binding to NRP-1, fluorescence polarization; inhibition, % at 25 µM; actives 0.85% (n = 360,000); AID 602438;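 active = inhibition or corrected inhibition above about 18%, plus a signal ratio from 0.5 to 1.5, limit read from the data, passing the limit was not always enough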; note: strong numbers were not always called active
E coli Lon inh: E. coli protease La inhibition | purified E. coli Lon protease, fluorescence polarization | inhibition, % at 7.94 µM | P0A9M0 | actives 0.42% (n = 360,000); in the data active = inhibition above about 13%, passing the limit was not always enough;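 note: 0% = enzyme with probe and DMSO and 100% = no enzyme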
MsrA inhibitor: inhibits bovine methionine sulfoxide reductase A | actives 0.75% (n = 360,000) | purified bovine MsrA, absorbance read-out | inhibition, % at 15.5 µM; in the data active = inhibition above about 4.5%;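 note: 0% = vehicle wells with enzyme and 100% = reference inhibitor wells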
TbMetRS inhib: Trypanosoma brucei MetRS inhibition | purified T. brucei MetRS, ATP depletion, Kinase-Glo luminescence | inhibition, % at 11.9 µM | actives 0.4% (n = 360,000);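 active = inhibition above a per-plate cutoff of the control wells' mean inhibition plus 3 SD, cut at about 5.5% in these data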;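 note: 0% = DMSO wells median and 100% = median of wells with control inhibitor compound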
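assay system = parasite MetRS enzyme | timing = 15 min preincubation, 2 h reaction, all 25 °C | evaluation = percent inhibition relative to median high and low control wells | medium = HEPES buffer containing pyrophosphatase, BSA, spermine, DTT | compound = single dose, 11.9 µM final nominal, 0.9% final DMSO | detection = Kinase-Glo luminescence, ATP depletion format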
SKN-1 block: inhibitors of C. elegans SKN-1 | C. elegans VP596 Pgst-4::GFP/RFP ratio, acrylamide-induced, 24 h | inhibition, % at 21.8 µM | actives 0.49% (n = 360,000);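 active = interference check ratio from 0.5 to 1.5 plus GFP to RFP signal ratio inhibition reaching or exceeding a fixed threshold, cut at about 30% in these data, passing the limit was not always enough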; note: some compounds called inactive have numbers as strong as hits
PABP1 MLLE inh: blocks PAM2 peptide binding to the PABP1 MLLE domain; P11940; GST-MLLE / FITC-PAM2 fluorescence polarization; inhibition, % at 20 µM; actives 0.36% (n = 360,000); AID 588489; in the data active = inhibition above about 35%, passing the limit was not always enough;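 note: plate controls were DMSO wells with GST-MLLE for no effect and wells lacking GST-MLLE protein for full effect; some results filed as inactive read as strong as hits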
MsrA act: activates bovine MsrA enzyme; purified bovine MsrA, absorbance read-out; activation, % at 10.6 µM; actives 0.3% (n = 360,000); in the data active = activation above about 7.5%;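 note: 0% = vehicle and 100% = reference activator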
MT1-MMP act inh: MT1-MMP (human) activation inhibition. P50281. HT1080 RFP-PRO-GFP cells, GFP/RFP ratio fluorescence, overnight; percent of plate control window, DMSO zero. GFP/RFP ratio change, % at 20 µM. actives 0.061% (n = 360,000). AID 651647;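 active = GFP/RFP ratio change of at least 30% with cell ATP level not reduced by more than half and red fluorescence within 50% of control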; note: strong numbers were not always called active
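Read-out: GFP/RFP fluorescence ratio; Test system: RFP-PRO-GFP reporter HT1080 cells; Compound dosing: single-point 20 µM compound, 1% DMSO; Times: overnight compound exposure at 37 °C.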
FAS TE block: FAS thioesterase (human) inhibition; P49327; recombinant FAS-TE, OMFH fluorogenic substrate, fluorescence endpoint; inhibition, % at 15 µM; actives 0.67% (n = 360,000); AID 602261;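 active = compounds whose normalised, plate-corrected inhibition of enzyme fluorescence in the single-dose primary screen is 50% or more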;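 note: 0% = DMSO with enzyme and 100% = substrate without enzyme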
Target sequence (P49327 whole entry, looked up): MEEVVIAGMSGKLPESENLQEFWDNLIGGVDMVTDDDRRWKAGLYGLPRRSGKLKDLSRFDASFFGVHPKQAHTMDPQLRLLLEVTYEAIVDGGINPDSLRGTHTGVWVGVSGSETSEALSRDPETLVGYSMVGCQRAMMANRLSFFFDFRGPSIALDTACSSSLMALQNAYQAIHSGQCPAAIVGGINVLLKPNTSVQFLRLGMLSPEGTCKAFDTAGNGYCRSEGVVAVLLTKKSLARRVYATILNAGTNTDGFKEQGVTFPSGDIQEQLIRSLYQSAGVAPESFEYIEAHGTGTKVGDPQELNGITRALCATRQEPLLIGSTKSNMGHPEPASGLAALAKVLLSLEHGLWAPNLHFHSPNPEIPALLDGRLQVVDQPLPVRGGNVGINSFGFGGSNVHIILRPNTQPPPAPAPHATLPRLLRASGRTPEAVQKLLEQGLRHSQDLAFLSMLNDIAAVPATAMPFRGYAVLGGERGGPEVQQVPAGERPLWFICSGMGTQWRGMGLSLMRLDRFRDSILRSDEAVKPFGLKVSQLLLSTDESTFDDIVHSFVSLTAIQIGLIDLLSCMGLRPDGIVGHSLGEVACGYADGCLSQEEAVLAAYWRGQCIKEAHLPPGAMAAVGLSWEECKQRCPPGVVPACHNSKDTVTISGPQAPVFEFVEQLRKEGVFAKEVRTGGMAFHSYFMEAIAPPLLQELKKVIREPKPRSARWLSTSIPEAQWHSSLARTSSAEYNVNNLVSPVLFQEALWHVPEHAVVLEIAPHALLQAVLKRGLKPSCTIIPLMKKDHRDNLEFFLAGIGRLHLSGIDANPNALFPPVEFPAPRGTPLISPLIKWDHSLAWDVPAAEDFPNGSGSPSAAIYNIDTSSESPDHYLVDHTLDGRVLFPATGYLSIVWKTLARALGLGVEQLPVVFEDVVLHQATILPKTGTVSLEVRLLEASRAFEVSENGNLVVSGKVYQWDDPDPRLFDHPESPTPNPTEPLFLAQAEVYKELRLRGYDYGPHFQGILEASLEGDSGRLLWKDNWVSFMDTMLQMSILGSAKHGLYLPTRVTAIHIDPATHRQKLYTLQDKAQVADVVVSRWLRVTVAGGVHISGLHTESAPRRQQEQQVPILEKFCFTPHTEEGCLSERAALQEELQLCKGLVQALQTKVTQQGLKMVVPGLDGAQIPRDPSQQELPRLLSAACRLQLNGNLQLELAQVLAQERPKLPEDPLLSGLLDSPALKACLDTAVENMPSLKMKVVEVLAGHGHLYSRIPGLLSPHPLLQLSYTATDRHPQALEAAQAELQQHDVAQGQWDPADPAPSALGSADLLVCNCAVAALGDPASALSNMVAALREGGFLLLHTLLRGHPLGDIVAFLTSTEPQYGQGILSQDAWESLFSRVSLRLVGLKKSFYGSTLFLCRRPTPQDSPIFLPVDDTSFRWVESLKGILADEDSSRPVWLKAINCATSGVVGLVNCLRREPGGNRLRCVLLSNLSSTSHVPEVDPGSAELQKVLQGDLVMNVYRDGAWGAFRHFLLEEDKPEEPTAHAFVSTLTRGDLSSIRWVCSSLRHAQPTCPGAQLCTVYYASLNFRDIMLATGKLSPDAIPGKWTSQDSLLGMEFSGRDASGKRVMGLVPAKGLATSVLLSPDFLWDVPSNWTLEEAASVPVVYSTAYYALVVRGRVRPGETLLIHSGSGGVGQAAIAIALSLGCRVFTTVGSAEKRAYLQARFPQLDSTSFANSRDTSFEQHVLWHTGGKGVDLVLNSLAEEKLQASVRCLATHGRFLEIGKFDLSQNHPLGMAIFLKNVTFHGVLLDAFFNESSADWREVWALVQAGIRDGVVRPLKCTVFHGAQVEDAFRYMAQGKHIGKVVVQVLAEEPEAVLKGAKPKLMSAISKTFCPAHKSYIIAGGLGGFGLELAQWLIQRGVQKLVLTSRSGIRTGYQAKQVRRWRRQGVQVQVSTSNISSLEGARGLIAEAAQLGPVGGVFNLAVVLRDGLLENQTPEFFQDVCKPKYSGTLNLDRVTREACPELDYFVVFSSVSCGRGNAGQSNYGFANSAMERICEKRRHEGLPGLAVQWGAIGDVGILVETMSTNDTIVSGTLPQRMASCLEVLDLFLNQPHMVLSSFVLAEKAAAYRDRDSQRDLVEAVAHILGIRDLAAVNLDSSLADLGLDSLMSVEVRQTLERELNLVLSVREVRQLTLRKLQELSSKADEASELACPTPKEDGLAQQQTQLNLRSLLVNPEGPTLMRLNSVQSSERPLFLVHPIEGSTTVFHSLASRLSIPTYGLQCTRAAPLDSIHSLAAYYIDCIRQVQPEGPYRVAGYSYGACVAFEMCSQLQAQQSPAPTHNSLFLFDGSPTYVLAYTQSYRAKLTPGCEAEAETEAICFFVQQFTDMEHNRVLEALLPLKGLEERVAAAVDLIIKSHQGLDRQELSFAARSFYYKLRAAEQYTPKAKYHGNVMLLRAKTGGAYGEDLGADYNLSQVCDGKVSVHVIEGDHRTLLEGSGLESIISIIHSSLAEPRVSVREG
Active calls of the source: *; . = no result given. Outcome played no part in choosing rows. Share with any hit: about 4%.

Below each compound – NRP1-CendR mod | E coli Lon inh | MsrA inhibitor | TbMetRS inhib | SKN-1 block | PABP1 MLLE inh | MsrA act | MT1-MMP act inh | FAS TE block
[1] CS(=O)(=O)N(CC(=O)Nc1ccc(S(=O)(=O)N2CCCC2)cc1)c1cccc(F)c1
    2 | -6 | 0.0 | -0.2 | -16 | 1 | -5 | 1 | -1
[2] CC(C)(C)Cc1c(-c2ccc(C#N)cc2)nc2c(Cl)cc(C(F)(F)F)cn12
    10 | -4 | 1.3 | 0.1 | -2 | 3 | 0 | 4 | 21
[3] CC(C)(C)OC(=O)N1CCC(C(=O)O)CC1
    0 | 4 | -0.5 | -1.0 | -5 | -2 | -11 | -3 | -8
[4] Cc1ccc(NC(=O)CC2S/C(=N/N=C3/NC(=O)CS3)NC2=O)cc1 (stereo not given)
    -7 | 3 | 1.3 | -0.7 | 2 | -5 | -10 | 0 | -5
[5] CCOc1ccc2nc(/N=C/c3c(C)[nH]n(-c4ccc(C)cc4)c3=O)sc2c1
    6 | -5 | 0.1 | -2.9 | 1 | -4 | -5 | 8 | -8
[6] CCOc1ccc(-n2nc3ccc(NC(=O)CC)cc3n2)cc1
    12 | 4 | 2.1 | 0.0 | 16 | 2 | -5 | 0 | 3
[7] Cc1ccccc1C(=O)OC(C)CN1CCOCC1 (stereo not given)
    9 | 2 | 0.8 | -0.4 | 3 | -3 | -4 | 1 | -16
[8] COc1ccc(Nc2nnc(SCC(=O)Nc3cc(C)on3)s2)cc1
    2 | -1 | 0.6 | -0.5 | -6 | -21 | -4 | -1 | -4
[9] CCOC(=O)C1=C(c2ccccc2)NC(SCC(=O)NC2CCCCC2)=C(C#N)C1c1ccco1 (stereo not given)
    4 | 0 | 1.6 | -0.9 | 8 | 8 | 2 | 15 | 26
[10] COc1ccc(N(C=O)C(=S)SC)cc1
    7 | -3 | 0.5 | 0.9 | 1 | 23 | -2 | 4 | -1
[11] CCC(=O)N(C)CCc1cc2c(c(OC)c1/C=N/NS(=O)(=O)c1ccc(C)cc1)OCO2
    -7 | 2 | 0.7 | -0.1 | -9 | -5 | -6 | -3 | -2
[12] COc1ccc(NCc2ccsc2)cc1
    0 | -9 | 0.7 | -0.3 | 5 | -1 | -2 | 1 | -1
[13] CC(C)(C)CC(=O)N[C@@H](Cc1ccccc1)c1nc2ccccc2[nH]1
    -2 | 7 | . | -1.4 | 1 | -1 | -2 | -5 | 5
[14] CCn1c(C)nc([N+](=O)[O-])c1C(=O)O
    -10 | 0 | 0.7 | -0.2 | 2 | 13 | 0 | 0 | -5
[15] COc1ccc(S(=O)(=O)NC2CCCCC2)cc1C
    5 | -12 | . | 0.2 | -4 | -8 | 1 | 2 | -2
[16] Cc1cc2ncn(CCOc3ccccc3C#N)c2cc1C
    17 | 1 | 0.5 | 0.8 | 11 | -9 | 0 | 1 | 1
[17] COC(=O)c1cc(NC(=O)Cc2coc3cc(OC)ccc23)cc(C(=O)OC)c1
    -11 | 7 | -1.0 | 0.2 | 16 | 7 | -1 | -2 | 21
[18] Cc1cccc(NC(=O)c2ccc([N+](=O)[O-])o2)c1
    -13 | -1 | -0.3 | 0.0 | 4 | -1 | 4 | 13 | 2
[19] CN(C)S(=O)(=O)c1cccc(NC(=O)c2cc3c(=O)n4ccccc4nc3s2)c1
    -10 | -10 | -0.9 | -1.4 | -1 | -8 | -12 | -6 | -4
[20] CCOc1ccc2nc(SC3CC(=O)N(c4ccc(OC)cc4OC)C3=O)sc2c1 (stereo not given)
    1 | 2 | 0.4 | 0.2 | 10 | 8 | 0 | 6 | 11
[21] CC(=O)N1c2ccc(S(=O)(=O)NCCC(=O)Nc3ccc(C)cn3)cc2CC1C (stereo not given)
    2 | -8 | -0.3 | 0.1 | 1 | -13 | -4 | 1 | -1
[22] COc1ccc(CCNC(=O)CN(C)S(=O)(=O)c2ccc(Br)s2)cc1OC
    8 | 0 | -1.2 | -0.7 | -6 | -5 | -7 | 2 | -9
[23] CC1CCc2c(sc(NC(=O)CSc3ncnc4c3cnn4-c3ccccc3Cl)c2C#N)C1 (stereo not given)
    -3 | 1 | 0.0 | 0.1 | 4 | 3 | 1 | -8 | 32
[24] Cc1cc(C)cc(N2CC(C(=O)NC3CCCCC3)CC2=O)c1 (stereo not given)
    1 | 9 | 0.3 | -0.5 | 4 | 3 | -7 | 1 | -2
[25] c1coc(-c2ncc[nH]2)c1
    -2 | -6 | 0.1 | 0.8 | -3 | 19 | -10 | 2 | -5
[26] CCn1c(SCC(=O)Nc2ccc(OC)c(OC)c2)nnc1-c1cnccn1
    7 | 7 | 0.6 | -0.3 | 10 | -17 | -1 | -1 | -6
[27] CCOC(=O)C1=C(c2ccccc2)NC(=O)NC1c1cc(Cl)c(O)c(OC)c1 (stereo not given)
    3 | -6 | 1.0 | 0.9 | 20 | 0 | 0 | -2 | 0
[28] Cc1ccc(C2=NN3C(C(=O)c4ccccc4)Oc4ccccc4C3C2)cc1 (stereo not given)
    -10 | -7 | 0.0 | -0.4 | 12 | -22 | -4 | -2 | 31
[29] Cc1nc(NC(=O)CSc2nnc(C3CC3)n2N)c(Cl)cc1Cl
    -7 | -9 | -0.5 | -0.1 | 3 | -1 | -1 | 3 | -5
[30] Cc1ccc(CNC(=O)Nc2ccc3c(c2)N(C)C(=O)CS3)cc1
    -4 | 1 | 1.3 | -0.8 | -3 | 2 | -3 | -2 | 32

Overlap with the part before: seven entries; new compounds follow.
Below each compound – NRP1-CendR mod | E coli Lon inh | MsrA inhibitor | TbMetRS inhib | SKN-1 block | PABP1 MLLE inh | MsrA act | MT1-MMP act inh | FAS TE block
[24] Cc1cc(C)cc(N2CC(C(=O)NC3CCCCC3)CC2=O)c1 (stereo not given)
    1 | 9 | 0.3 | -0.5 | 4 | 3 | -7 | 1 | -2
[25] c1coc(-c2ncc[nH]2)c1
    -2 | -6 | 0.1 | 0.8 | -3 | 19 | -10 | 2 | -5
[26] CCn1c(SCC(=O)Nc2ccc(OC)c(OC)c2)nnc1-c1cnccn1
    7 | 7 | 0.6 | -0.3 | 10 | -17 | -1 | -1 | -6
[27] CCOC(=O)C1=C(c2ccccc2)NC(=O)NC1c1cc(Cl)c(O)c(OC)c1 (stereo not given)
    3 | -6 | 1.0 | 0.9 | 20 | 0 | 0 | -2 | 0
[28] Cc1ccc(C2=NN3C(C(=O)c4ccccc4)Oc4ccccc4C3C2)cc1 (stereo not given)
    -10 | -7 | 0.0 | -0.4 | 12 | -22 | -4 | -2 | 31
[29] Cc1nc(NC(=O)CSc2nnc(C3CC3)n2N)c(Cl)cc1Cl
    -7 | -9 | -0.5 | -0.1 | 3 | -1 | -1 | 3 | -5
[30] Cc1ccc(CNC(=O)Nc2ccc3c(c2)N(C)C(=O)CS3)cc1
    -4 | 1 | 1.3 | -0.8 | -3 | 2 | -3 | -2 | 32
[31] C[C@@H]1Cn2cnc(C(=O)Nc3ccccc3)c2C(=O)N1
    0 | 4 | -0.2 | 0.5 | 3 | 2 | -1 | 0 | -6
[32] [O-][n+]1onc2c1CCc1[nH]c(-c3ccccc3)nc1-2
    2 | -5 | 2.2 | -0.3 | 4 | -12 | -3 | 3 | -5
[33] O=C(c1ccccc1)N(c1ccccc1)c1ccccc1O
    -4 | 1 | 0.0 | 0.4 | 19 | -9 | -1 | -1 | -2
[34] COc1ccc2[nH]c(C(=O)O)c(NS(=O)(=O)c3ccc(C)cc3C)c2c1
    0 | -5 | 0.2 | 0.0 | 12 | -7 | -2 | -1 | -8
[35] CCNCc1cc2cc(C)ccc2[nH]c1=O
    -55 | -23 | 0.4 | 0.3 | 0 | -60 | -3 | -33 | -10
[36] N#Cc1c(NC(=O)c2ccco2)sc2c1CCC2
    -28 | -18 | 1.5 | -0.4 | 57 | 17 | -5 | -2 | 0
[37] NCc1csc(Nc2cc(Oc3ccccc3)ncn2)n1
    -1 | -2 | 0.1 | -0.3 | 2 | -2 | -2 | -2 | -7
[38] C=CCn1c(SCC(=O)Nc2ccccc2CC)nnc1-c1ccncc1
    6 | 6 | . | 0.9 | 2 | -1 | -1 | -3 | -6
[39] CC(C)(C)C(=O)COC(=O)CNC(=O)c1ccc(Oc2ccccc2)cc1
    2 | 0 | 1.0 | -0.6 | 3 | -18 | -3 | 6 | -2
[40] O=C(CCn1cnc2ccccc2c1=O)Nc1ccc2c(c1)OCCO2
    4 | -8 | 0.6 | -0.1 | -7 | 5 | -1 | 0 | -2
[41] CCOc1ccc(C(=O)Nc2cccc([N+](=O)[O-])c2)cc1Br
    -6 | -15 | -1.9 | -0.7 | 4 | 19 | -3 | 3 | 12
[42] COc1ccc(C(C(C(=O)c2cccs2)N2CCOCC2)N2CCOCC2)cc1OC (stereo not given)
    -2 | 11 | 1.9 | -0.5 | 12 | 12 | 0 | -1 | 0
[43] CCN(C(=O)CSc1nnc(C)n1-c1cccc(C)c1)C1CCS(=O)(=O)C1 (stereo not given)
    5 | -7 | 0.2 | -0.3 | -1 | 0 | 2 | 0 | -6
[44] c1ccc2cc(C3CCCCC3)ncc2c1
    13 | -2 | -0.8 | 0.1 | 21 | 8 | -4 | 2 | 6
[45] CCOc1ccc(NC(=S)NC23CC4CC(CC(C4)C2)C3)cc1
    0 | -2 | -0.2 | -0.2 | 0 | -1 | 2 | 3 | -2
[46] COc1cc(SC)ccc1C(=O)OCC(=O)NC1CC1
    -1 | 2 | 0.2 | -1.2 | -9 | -2 | -7 | 1 | -2
[47] CCOC(=O)N1CCC(N2C(=O)c3ccccc3C2Nc2ccc(C)cc2)CC1 (stereo not given)
    -13 | -5 | 0.1 | -0.7 | 15 | -6 | -3 | -1 | 5
[48] CCOC(=O)c1cc(C)n(CCCN2CCOCC2)c1C
    -4 | -5 | -0.9 | -0.1 | 0 | -3 | -6 | 3 | -6
[49] COc1ccc(-n2c(-c3ccc(Cl)cc3)n[nH]c2=S)c(OC)c1
    -3 | -9 | 0.1 | 0.2 | 19 | -31 | 1 | 3 | -2
[50] CCC/C=C1/CCCOC(C(=O)NCc2ccc(C)o2)(C(F)(F)F)C1 (stereo not given)
    5 | -3 | -0.4 | 0.0 | -9 | 4 | -10 | 3 | 12
[51] O=C(Nc1cc([N+](=O)[O-])ccc1O)c1ccc2c(c1)C(=O)N(Cc1ccco1)C2=O
    -36 | 11 | 0.1 | 0.1 | 5 | 8 | -4 | 8 | 36
[52] CC(C)(C)OC(=O)N1CCC(NC(=O)c2ncn(Cc3ccccc3)c2C(=O)NC2CCN(C(=O)OC(C)(C)C)CC2)CC1
    -1 | 2 | -1.2 | -0.5 | -22 | 5 | -4 | -4 | 42
[53] Cc1cc(C)n(CCCNC(=O)c2ccco2)n1
    1 | 0 | 3.0 | -0.3 | 15 | 3 | -1 | -2 | -8
[54] Cc1cccc(N2CCN(C(=O)c3ccccc3NC(=O)C3CC=CCC3C(=O)O)CC2)c1 (stereo not given)
    -10 | -7 | 0.5 | 0.0 | 19 | -10 | -1 | -2 | 0
[55] O=C(Nc1ccc2c(c1)C(=O)OC2)c1ccc(F)cc1F
    8 | -6 | -0.3 | -0.1 | 5 | 5 | -4 | 0 | -2
[56] O=C(Cc1ccccc1)Nc1ccccc1C(=O)O
    6 | -4 | 1.3 | -0.5 | 26 | -3 | 2 | -2 | 2

High-throughput results deposited in PubChem BioAssay by several laboratories.
